hgDAF-12 ag = agonists of H. glycines DAF-12 nuclear receptor | 370,000 compounds, 1.8% hits | activation, % at 6.8 µM | HEK293 GAL4-hgDAF12 UAS-luciferase reporter, agonist luminescence; normalized to butyrate control;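 active = activation above a cutoff set at the mean of all screened compounds plus 3 SD, cut at about 10% in these data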;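 also: 0% = DMSO wells and 100% = sodium butyrate wells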
SMARCA2 act = activators of SMARCA2 function; activation, % at 9.1 µM; MG213 cells, MMTV-luciferase reporter, dexamethasone, overnight; 370,000 compounds, 1% hits; in the data active = activation above about 7.8%;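 also: 0% = vehicle wells and 100% = reference activator wells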
FXN GAA850 act = frataxin GAA850 promoter activation | 360,000 compounds, 0.56% hits | HEK293 lucGAA850 FXN promoter luciferase reporter, 24 h; percent of 10 µM SAHA response | activation, % at 6 µM;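 active = activation above the average of all compounds screened plus 3 SD, cutoff fixed separately per campaign, cut at about 7.5% in these data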;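 also: 0% = DMSO wells and 100% = 10 µM SAHA wells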
DAX1 inh-1 = inhibitors of human orphan nuclear receptor DAX1 (NR0B1). AID 504766. inhibition, % at 6.75 µM. HEK293 Gal4-DAX1 luciferase reporter, luminescence. P51843. 340,000 compounds, 0.99% hits;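 active = inhibition above the mean over all tested compounds plus 3 SD, cut at about 4.2% in these data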;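 also: 0% = DAX1-transfected cells with DMSO and 100% = empty-vector control cells with DMSO; inhibition shows as a rise in luminescence from relieved DAX1 repression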
Target sequence (P51843 207-470 limits assumed): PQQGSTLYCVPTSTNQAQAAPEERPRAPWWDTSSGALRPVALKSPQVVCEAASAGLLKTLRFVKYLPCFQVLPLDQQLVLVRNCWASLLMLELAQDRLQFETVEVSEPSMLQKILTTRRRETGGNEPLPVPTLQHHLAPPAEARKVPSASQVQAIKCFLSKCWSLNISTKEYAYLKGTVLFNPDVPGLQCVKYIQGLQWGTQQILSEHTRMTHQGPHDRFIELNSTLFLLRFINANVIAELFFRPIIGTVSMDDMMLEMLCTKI
NR1D1 modulator = Rev-erb alpha (human) modulation. AID 1259318. 370,000 compounds, 0.79% hits. P20393. activity, % at 10 µM. Rev-erbα–FITC-DNA binding, fluorescence polarization, 90 min;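 active = activity above about 14%, limit read from the data; passing the limit was not always enough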;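 also: 0% = DMSO wells with 35 nM protein and 100% = DMSO wells with 750 nM protein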
HGIII-sPLA2 inh = Inhibits HGIII-sPLA2 liposome hydrolysis, primary screen; Q9NZ20; QFRET BODIPY PC-A2 liposome hydrolysis, fluorescence; inhibition, % at 12.2 µM; 370,000 compounds, 0.56% hits; AID 743126;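 active = inhibition above mean plus 3 SD of compounds lying within the high and low control bounds, cut at about 19% in these data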;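 also: 0% = median of test compound wells and 100% = no enzyme DMSO wells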
Target sequence (Q9NZ20 whole entry, looked up): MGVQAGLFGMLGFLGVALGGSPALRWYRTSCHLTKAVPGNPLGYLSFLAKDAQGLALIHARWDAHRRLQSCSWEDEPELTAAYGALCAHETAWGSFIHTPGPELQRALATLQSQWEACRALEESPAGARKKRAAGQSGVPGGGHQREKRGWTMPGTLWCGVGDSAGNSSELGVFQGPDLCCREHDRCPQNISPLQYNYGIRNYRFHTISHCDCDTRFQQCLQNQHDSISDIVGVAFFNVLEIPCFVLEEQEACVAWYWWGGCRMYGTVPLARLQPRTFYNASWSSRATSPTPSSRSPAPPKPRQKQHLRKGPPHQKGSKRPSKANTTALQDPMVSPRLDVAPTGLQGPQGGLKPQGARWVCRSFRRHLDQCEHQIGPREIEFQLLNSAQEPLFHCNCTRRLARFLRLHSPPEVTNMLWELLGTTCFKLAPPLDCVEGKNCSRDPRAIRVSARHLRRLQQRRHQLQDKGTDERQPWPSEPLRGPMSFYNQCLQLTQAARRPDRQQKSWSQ
DAX1 inh-2 = blocks DAX1 repression of SF-1 activated StAR promoter; HEK293T StAR-luciferase reporter, SF-1/DAX-1 repression relief; 370,000 compounds, 1.1% hits; inhibition, % at 6.8 µM; AID 652010;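 active = inhibition above the mean over all tested compounds plus 3 SD, cut at about 3.6% in these data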;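 also: 0% = DAX-1 cells with DMSO and 100% = cells lacking DAX-1 with DMSO; higher inhibition means more luminescence from relief of DAX-1 repression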
PLC-beta3 inh = inhibitors of human phospholipase C beta3 | Q01970 | Purified PLC-beta3, fluorogenic substrate, fluorescence | inhibition, % at 12.2 µM | 370,000 compounds, 0.18% hits; in the data active = inhibition above about 11%;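 also: 0% = median of compound wells on plate and 100% = full blocker control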
PG9 binder = PG9 antibody binding by small molecule. TR-FRET gp120-PG9 antibody binding. inhibition, % at 6.7 µM. 360,000 compounds, 0.43% hits. AID 624416; in the data active = inhibition above about 8.5%
ssDAF-12 act = S. stercoralis DAF-12 activation, primary screen. 370,000 compounds, 1% hits. HEK293 ssDAF-12/GRIP1 lit1-tk-luc reporter, luminescence; % of 3 µM dafachronic acid response. activation, % at 6.8 µM;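 active = activation above the mean over all tested compounds plus 3 SD, cut at about 0.9% in these data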;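 also: 0% = DMSO-only wells and 100% = 3 µM delta7-dafachronic acid wells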
hcDAF-12 act = activators of H. contortus DAF-12 nuclear receptor | HEK293 hcDAF-12 lit1-tk-luc reporter, luminescence; 0% DMSO, 100% Δ7-dafachronic acid | activation, % at 6.8 µM | 370,000 compounds, 1.4% hits | AID 652067;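 active = activation above the mean of all tested compounds plus 3 SD, cut at about 5.5% in these data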;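 also: 100% = response to 3 µM Δ7-dafachronic acid high control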
* marks the source's active call; other numbers are inactive results; · = not tested or not shown.

SMILES	hgDAF-12 ag	SMARCA2 act	FXN GAA850 act	DAX1 inh-1	NR1D1 modulator	HGIII-sPLA2 inh	DAX1 inh-2	PLC-beta3 inh	PG9 binder	ssDAF-12 act	hcDAF-12 act
Cc1ccc(N2CCN(CCc3nc4cc(NS(C)(=O)=O)ccc4n3C)CC2)cc1	-3.1	-2.5	1.6	0.1	-1.6	1.6	-0.8	-0.8	-0.2	-0.6	-3.3
Cn1c(=O)c2c(nc(N3CCCCC3)n2CCCNC2=NCCCC2)n(C)c1=O	1.4	1.6	1.9	0.5	1.7	7.8	-0.1	2.1	-2.3	0.6	2.1
CC(C)(C)NC(=O)C(c1ccccc1)N(Cc1cccs1)C(=O)c1csnn1 (centres undefined)	-2.3	-1.2	1.0	0.3	5.0	0.1	0.1	1.8	-0.7	-0.8	-1.3
O=C1CC(c2ccccc2Cl)Cc2c1cnn2-c1nc2ccccc2s1 (centres undefined)	2.3	-4.8	·	·	5.8	3.6	0.3	4.0	-2.9	-0.9	2.3
O=C(NCc1ccccc1Cl)c1csc([C@H]2C[C@H](O)[C@@H](CO)O2)n1	0.9	-6.3	0.8	·	-0.3	7.7	-1.4	-1.9	0.1	-0.7	0.0
O=C(c1cccc(S(=O)(=O)N2CCc3ccccc32)c1)N1CCN(c2ccccc2)CC1	-2.9	-2.6	-2.4	-2.2	2.4	7.1	3.0	-10.3	0.3	-1.2	0.6
c1ccc(CNc2c3c(nc4ncnn24)CCC3)cc1	-1.6	1.2	6.5	1.8	3.0	0.5	-0.1	-3.9	-0.3	-1.7	-1.2
Cc1ccc(CSc2nc3ccccc3c(=O)n2Cc2ccco2)cc1	0.6	-6.1	2.8	-1.3	-2.6	-5.0	-0.3	-0.8	1.1	-1.3	-2.7
CN(C)C(CNC(=S)Nc1ccccc1)c1cccnc1 (centres undefined)	-2.0	0.2	1.2	0.9	1.5	10.8	0.6	-1.7	-2.5	-1.0	-1.5
Cc1ccc(CN(c2ccc(C(=O)NCc3cccnc3)cc2)S(C)(=O)=O)cc1	-1.9	-0.9	4.3	-0.1	1.0	-5.3	-0.9	5.1	0.9	-2.0	-0.8
CN(C(=O)c1cc2c(cc1Br)OCO2)c1cccc2ccccc12	-1.9	-3.8	0.1	0.9	-0.7	4.9	-1.4	1.1	3.5	-0.8	-1.6
Cc1ccc(OCCOc2ccc(Br)cc2)c([N+](=O)[O-])n1	6.1	5.3	5.9	1.8	0.3	-15.0	2.6	3.0	-2.1	-1.3	1.1
CC(C)CNC(=O)CO/N=C/c1ccccc1Cl	0.2	-2.1	0.1	-1.2	8.1	-2.3	1.6	2.1	1.2	-1.6	-0.1
C=CCSc1nc(=O)n2ccc(C)cc2n1	10.3	-1.4	4.7	3.7	-3.2	13.1	1.2	-31.1	0.2	-0.5	1.5
Cc1ccc(S(=O)(=O)N2C[C@H]3[C@H]4C(=O)N(C)C(=O)[C@H]4CC(=O)[C@H]3[C@@H]2c2ccccc2F)cc1	1.2	-2.4	·	·	-4.5	-30.8	-0.8	0.2	-2.0	-0.6	2.5
Cc1cc(Nc2nc3ccccc3nc2Cl)n(-c2ccccc2C)n1	-1.5	-3.5	-0.1	-1.1	-3.1	-6.0	-1.3	-52.0	0.2	-1.4	-2.6
COc1cc(CCCN2C(=O)C(=O)NC[C@@H]2CCCCN)cc(OC)c1OC	2.8	1.2	1.5	0.3	0.1	9.3	0.2	0.5	0.6	-1.5	-0.6
CCCCC1(C(=O)OCC)CC(CN2CCOCC2)OC1=O (centres undefined)	-1.5	-2.2	1.6	1.5	1.2	1.8	0.2	1.0	-0.6	-0.8	-0.6
COc1cc(C(=O)N2CCN(S(=O)(=O)c3cccc(F)c3)CC2)ccc1OCC(=O)N1CCOCC1	-0.8	-3.7	-0.3	0.0	-1.6	15.6	-0.2	-5.4	0.3	-0.8	-1.9
COc1cccc(NC(=O)N2CCN(c3nnnn3-c3ccccc3)CC2)c1	-5.5	-4.8	-0.1	-2.0	0.3	1.6	-0.7	5.1	-2.6	-1.4	-0.7
COc1ccc(C(=O)CSc2nc3ccc([N+](=O)[O-])cc3[nH]2)cc1	1.4	2.0	2.1	-1.1	4.0	-68.2	-0.4	3.7	-3.4	-1.2	-1.6
COC(=O)c1cc(NC(=O)CC2NCCNC2=O)cc(C(=O)OC)c1 (centres undefined)	-1.8	-3.6	0.0	1.1	-4.6	-0.4	-1.0	0.0	-0.4	-0.8	-1.6
CCN(C(=O)c1ccc(Cl)cc1[N+](=O)[O-])c1ccccc1C	-0.2	-0.9	0.0	-1.1	-7.3	1.5	-0.3	1.1	-0.1	-1.5	-1.9
CCCN1CCN(C(=O)c2ccc(CS(=O)c3ccc(Cl)cc3)o2)CC1 (centres undefined)	-0.5	-1.5	0.2	0.2	0.2	-5.9	1.6	-6.5	-1.8	-1.5	1.2
COC(=O)CSc1nc(SCc2ccccc2Cl)nc2c1CCCC2	1.3	-0.1	1.2	-0.1	-1.1	-6.6	1.5	-0.1	0.8	-1.4	-1.2
O=C(NCCNC(=O)c1cc(Cl)ccc1Cl)c1ccccn1	-1.2	-3.5	-1.5	0.7	1.4	8.8	0.1	-12.1	-1.6	-1.1	-1.7
NC(=O)C1CCN(C(c2ccccc2Cl)c2nnnn2CC2CCCO2)CC1 (centres undefined)	2.6	1.1	0.7	0.3	-7.1	4.5	-0.3	4.0	-2.3	-1.3	0.3
O=c1ccn([C@@H]2O[C@H](CNS(=O)(=O)c3cc4ccccc4s3)[C@@H](O)[C@H]2O)c(=O)[nH]1	-1.9	-4.4	-0.5	2.3	-2.9	-2.3	-1.3	3.2	-2.3	-0.6	-0.6
O=C(CNC(=O)N1CC(=O)Nc2ccccc21)NCCc1cccc(F)c1	3.2	-2.8	0.9	0.4	-3.6	0.0	0.2	-3.2	-0.9	-0.6	0.5
O=C1CN(C(=O)c2ccccc2C(=O)O)c2ccccc2N1	1.3	0.3	1.8	-1.1	0.6	8.4	0.5	-34.2	-1.9	-0.2	0.1
CCc1cc(=O)oc2c(C)c(OCC(=O)N3CCC[C@@H]3C(=O)O)ccc12	1.1	1.0	0.0	0.5	2.1	3.5	0.5	-22.1	2.1	-1.3	0.0
CC(OC(=O)c1ccc(Cl)c(S(=O)(=O)Nc2ccc(F)cc2)c1)C(=O)NC(N)=O (centres undefined)	-0.9	0.8	-1.2	0.8	-1.1	-6.3	0.2	-7.4	-0.9	-1.5	-2.3
CC(OC(=O)COc1ccccc1[N+](=O)[O-])C(=O)Nc1ccc(N2CCOCC2)cc1 (centres undefined)	0.1	2.9	-0.2	2.0	-6.0	1.8	0.6	-1.4	0.1	-1.2	-0.2
O=C(c1cc(F)ccc1F)C1CCCN(C(=O)c2cccs2)C1 (centres undefined)	-3.9	3.4	1.2	3.4	6.5	4.8	0.3	1.9	-1.3	-1.7	-1.2
CCn1cc(C(=O)NCc2ccccc2Cl)cn1	-1.2	-1.0	2.2	-0.1	1.9	12.3	0.5	-0.2	0.2	-1.7	-0.1
COc1ccc(OC(C)C(=O)N2CCCc3ccccc32)cc1 (centres undefined)	0.7	-1.4	1.2	-0.5	-5.4	2.3	0.4	-0.1	1.2	-0.7	4.4
COc1ccc(CSc2nc(C)cc(=O)[nH]2)cc1Br	0.5	0.5	3.3	0.0	1.0	-7.5	-0.4	0.6	-2.8	-1.6	0.2
c1n[nH]c(NC2=NCCC2)n1	1.2	-0.5	-2.1	-0.8	-1.1	2.8	-0.8	1.3	-0.4	-1.1	-0.4
Cc1csc(SCC(=O)N(C)C2CCS(=O)(=O)C2)n1 (centres undefined)	2.5	-0.5	0.3	-0.5	1.5	3.6	1.3	-5.6	0.0	-0.9	1.0
CC(=O)CC[C@@H]1CC[C@]2(CCCN(C(=O)C3CCCC3)C2)O1	-2.0	-2.5	·	·	5.5	5.6	0.5	-1.8	·	-0.8	2.5
CN(c1ccc(C(=O)Nc2cccc(O)c2)cc1)S(=O)(=O)c1ccccc1	1.9	-0.7	0.1	0.3	1.1	-12.7	0.0	-8.2	0.3	-1.4	0.4
C=CCSc1nc2sc(C)c(C)c2c(=O)n1CC=C	-1.0	-1.1	-0.7	0.1	6.6	0.6	-0.4	0.8	-0.8	-1.4	0.1
Cc1ccc(-c2nc(S(=O)(=O)c3ccc(C)cc3)c(N(C)C)o2)cc1	1.9	1.0	1.2	0.1	-5.7	-2.2	-0.6	-7.8	-0.5	-1.2	-1.3
COc1ccc2oc(C)c(C(=O)NN)c2c1	-3.6	-2.9	4.4	-0.7	-4.0	-8.1	-0.1	-1.7	-3.8	-1.5	0.2
COc1ccc(CNC(=O)c2cccc(S(=O)(=O)N3CCN(C)CC3)c2)cc1	2.9	-0.6	0.9	·	1.9	0.6	-0.2	2.4	-1.1	-1.2	-1.7
COC(=O)C1=C(C)NC(=S)N(C(C)=O)C1c1ccc(OC)c(OC)c1 (centres undefined)	-1.4	-4.0	0.6	0.2	1.9	14.3	-0.3	1.2	-1.5	-1.4	-2.3
CC(C)(C)c1ccc(-c2c(C(=O)O)c(C(=O)O)c3n2CSC3)cc1	-1.6	-2.8	-9.1	-2.6	1.5	-11.0	-0.4	-15.3	-1.4	-1.5	-0.6
COCOCCn1cc(CN2CCS(=O)(=O)N(Cc3ccc(-c4ccc(OC)cc4)cc3)C(C(C)C)C2=O)nn1 (centres undefined)	-3.3	-1.9	-0.7	-0.4	-1.5	-33.9	-0.8	0.3	0.1	-1.4	-1.1
NC(=O)c1ccsc1NC(=O)COC(=O)C1=NNC(=O)CC1	0.7	-4.2	0.5	-0.4	-3.0	16.6	0.8	-9.2	0.9	-1.1	0.8
CC(C)N1CCc2c(sc(NC(=O)Cc3ccccc3)c2C(N)=O)C1	-3.4	0.3	0.4	1.0	0.7	-2.7	2.5	-4.5	-0.8	-1.5	-0.9
Next part.
SMILES	hgDAF-12 ag	SMARCA2 act	FXN GAA850 act	DAX1 inh-1	NR1D1 modulator	HGIII-sPLA2 inh	DAX1 inh-2	PLC-beta3 inh	PG9 binder	ssDAF-12 act	hcDAF-12 act
COc1ccc(CNC(=O)NCc2ccc(OC)c(OC)c2)cc1OC	0.9	0.8	-0.5	0.8	-6.3	3.4	-0.5	-0.1	1.3	-0.6	-1.3
COC(=O)[C@]12C[C@H](CC(=O)NCc3cccs3)C(=O)N(CCC3=CCCCC3)C1=C[C@H](COCc1ccccc1)O[C@@H]2C	2.2	-5.0	·	·	-1.4	-9.8	-0.4	-1.1	-1.7	-0.9	-0.5
COc1ccc(OCC(O)CN2CCN(c3ccc(OC)cc3)CC2)cc1 (centres undefined)	-0.7	-1.0	0.5	-1.0	0.9	8.8	0.7	1.3	0.6	-1.1	0.0
COc1ccc(S(=O)(=O)n2ccc(-c3ccc(OCCN(C)c4ccccn4)cc3)n2)cc1	-2.8	-4.1	-1.9	-1.0	-0.2	-17.8	-3.1	-1.1	1.4	-1.6	-4.5

Outcome played no part in choosing rows (roughly 7% active in at least one column).
